From PubChem BioAssay
TRPC4 act: TRPC4 (mouse) channel activation; 310,000 tested, 0.49% active; HEK293 TRPC4beta/mu-opioid, Fluo4 calcium fluorescence; stronger effect = higher value; Q9QUQ5; B-score at 10 µM;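 active = B-score above 5 SD of library B-scores, and initial fluorescence ratio not above library mean plus 5 SD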;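 also: positive B-score marks a calcium rise read as TRPC4 activation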
Target sequence (Q9QUQ5 whole entry, looked up): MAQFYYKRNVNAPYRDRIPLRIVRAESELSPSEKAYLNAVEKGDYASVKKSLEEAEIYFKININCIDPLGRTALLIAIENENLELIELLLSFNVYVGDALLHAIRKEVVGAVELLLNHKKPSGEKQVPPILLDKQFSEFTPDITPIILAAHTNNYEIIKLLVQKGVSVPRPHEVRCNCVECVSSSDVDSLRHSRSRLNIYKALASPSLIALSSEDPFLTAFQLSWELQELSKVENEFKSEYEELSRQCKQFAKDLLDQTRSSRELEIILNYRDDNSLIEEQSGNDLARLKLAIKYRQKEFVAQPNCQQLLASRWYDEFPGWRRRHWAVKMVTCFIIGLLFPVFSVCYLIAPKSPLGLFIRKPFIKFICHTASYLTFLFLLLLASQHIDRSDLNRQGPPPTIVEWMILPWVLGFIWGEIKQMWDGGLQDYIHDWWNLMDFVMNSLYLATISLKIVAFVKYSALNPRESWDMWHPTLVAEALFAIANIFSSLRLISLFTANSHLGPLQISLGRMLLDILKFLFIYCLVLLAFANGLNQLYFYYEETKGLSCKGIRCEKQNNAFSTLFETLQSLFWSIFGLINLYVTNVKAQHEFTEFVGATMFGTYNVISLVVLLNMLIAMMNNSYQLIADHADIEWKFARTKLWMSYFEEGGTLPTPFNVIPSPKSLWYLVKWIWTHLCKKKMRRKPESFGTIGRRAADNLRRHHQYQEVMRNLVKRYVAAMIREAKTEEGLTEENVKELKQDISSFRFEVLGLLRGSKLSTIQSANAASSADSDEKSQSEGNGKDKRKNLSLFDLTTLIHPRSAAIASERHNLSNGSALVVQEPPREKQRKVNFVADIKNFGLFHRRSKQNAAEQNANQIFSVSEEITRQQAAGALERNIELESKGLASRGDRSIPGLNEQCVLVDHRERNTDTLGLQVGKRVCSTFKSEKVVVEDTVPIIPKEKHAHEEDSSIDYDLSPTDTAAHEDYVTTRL
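Incubation: 45 min room-temperature Fluo4 loading, 110 s read / System: HEK293 cells stably co-expressing mouse TRPC4beta and mu-opioid receptor / Signal: Fluo4 fluorescence, kinetic / Control set: buffer (low) and maximal DAMGO (high) / Measure: integrated baseline-normalised fluorescence ratio, converted to per-well B score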
MrgX1 PAM: allosterically activates human MrgX1 receptor signaling. MrgX1-HEK293, Fluo-4 calcium flux, FDSS; stronger effect = higher value. Q96LB2. B-score at 10 µM. 310,000 tested, 0.63% active. AID 588675;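 active = plate-corrected calcium response at least 3 library SD above typical, normal starting fluorescence, not activating the receptor alone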;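 also: compound read alongside a low EC10 to EC30 dose of BAM8-22 agonist; peak minus trough fluorescence over baseline measured at the second addition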
TRPC6 activator: mouse TRPC6 channel activation; HEK293-TRPC6 membrane potential dye fluorescence; stronger effect = higher value; B-score at 10 µM; 310,000 tested, 0.13% active;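 active = B-score of the integrated fluorescence ratio above library mean plus 3 SD, and starting fluorescence ratio within library mean plus 5 SD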;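 also: higher score means more depolarization so channel activation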
ANO1 activ: activates or potentiates the mouse TMEM16A chloride channel; Q8BHY3; HEK293 TMEM16A/YFP-H148Q/I152L, iodide quench fluorescence; stronger effect = lower value; B-score at 10 µM; 340,000 tested, 0.3% active; AID 623877;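 active = fluorescence-ratio B-score plate-corrected deviation score at least 3 library SD below zero, with starting fluorescence score within 5 deviations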;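 also: channel opened by trigger with iodide after compound preincubation; score built on the fluorescence ratio of max minus min over baseline; more negative score means more quench and so TMEM16A activation or potentiation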
MrgX1 antagonist: blocks BAM8-22 activation of human MrgX1 receptor; B-score at 10 µM; MRGX1-HEK293 calcium flux, Fluo-4, BAM8-22 antagonism; stronger effect = lower value; Q96LB2; 310,000 tested, 1.3% active;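 active = calcium-response B-score plate-corrected more than 3 library SD below zero, starting fluorescence within 5 deviations, no agonist response on first addition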;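 also: peak minus trough fluorescence over baseline after final BAM8-22 challenge near maximal dose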
MrgX1 ag: activates human MrgX1 receptor signaling; Q96LB2; MrgX1-HEK293 cells, Fluo-4 calcium fluorescence, agonist mode; stronger effect = higher value; B-score at 10 µM; 310,000 tested, 0.44% active;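 active = calcium response B-score plate-corrected fluorescence ratio at least 3 library SD, with starting fluorescence B-score inside 5 SD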
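Test system: HEK293 cells stably expressing human MrgX1 receptor; Input: fifteen thousand cells per well; Dosing: compound delivered in addition one of three; Schedule: overnight seeding, then 1 h dark dye loading; Technique: Fluo-4 NW calcium fluorescence; Measure: B-scored fluorescence response ratio; Controls: positive and negative controls per plate.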
SKKanGAS inh: SKKanGAS growth inhibition | S. pyogenes SKKanGAS, kanamycin growth, BacTiter-Glo, 6 h | inhibition, % at 7.5 µM | 300,000 tested, 1.3% active | AID 1662;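 active = mean replicate score, as percent of positive control median, at least 50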;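 also: strain carries kanamycin resistance gene driven by streptokinase promoter and grows in 40 µg/ml kanamycin; loss of luminescence reflects streptokinase promoter inhibition or plain growth inhibition; 0% = median of DMSO wells and 100% = positive control at its reference dose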
TRPC4 potent: TRPC4 (mouse) allosteric potentiation; Q9QUQ5; HEK293 TRPC4beta/mu-opioid, DAMGO EC20, Fluo-4 Ca2+ flux; stronger effect = higher value; B-score at 10 µM; 310,000 tested, 0.42% active; AID 2227;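 active = B-score of calcium response area above 5 SD of library B-scores, with initial fluorescence ratio within 5 SD of library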;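 also: B-score of integrated fluorescence ratio over time as area under calcium response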
TRPC4 block: inhibitors of mouse TRPC4 channel; Q9QUQ5; HEK293 TRPC4beta/mu-opioid, DAMGO-evoked Fluo4 calcium flux; stronger effect = lower value; B-score at 10 µM; 300,000 tested, 0.39% active; AID 2247;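 active = B-score over 3 SD under the library average, no early fluorescence shift, positive overall ratio signal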
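Assay system: HEK293 cells with stable TRPC4beta plus mu-opioid receptor expression. Dosing: single dose. Measured by: Fluo4 Ca2+ flux fluorescence. Also added: DAMGO in two steps, submaximal then maximal. Read-out: B score from integrated Fluo4 fluorescence ratio.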
TRPC6 inh: mouse TRPC6 channel inhibition | Q61143 | HEK293-TRPC6, membrane potential dye, ACh-evoked depolarization; stronger effect = lower value | B-score at 10 µM | 310,000 tested, 1.1% active | AID 2553;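 active = B-score under library mean minus 3 SD, initial fluorescence not abnormally high, positive integrated signal ratio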;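 also: B-score derived from integrated fluorescence ratio over the kinetic read; more negative B-score means stronger inhibition of depolarization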
ANO1 block: inhibitors of mouse TMEM16A calcium-activated chloride channel | Q8BHY3 | HEK293 TMEM16A/YFP iodide influx fluorescence, ionomycin | normalized B-score (activity score, 25-100; higher = stronger inhibition) at 10 µM | 310,000 tested, 1.2% active;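 active = ratio plate-corrected score three or more library SD toward inhibition, starting fluorescence score within five deviations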;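 also: score derived from kinetic fluorescence span divided by baseline fluorescence per well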
* = called active by the depositor; i = inactive; nt = not tested or not shown.

| Structure | TRPC4 act | MrgX1 PAM | TRPC6 activator | ANO1 activ | MrgX1 antagonist | MrgX1 ag | SKKanGAS inh | TRPC4 potent | TRPC4 block | TRPC6 inh | ANO1 block |
| --- | --- | --- | --- | --- | --- | --- | --- | --- | --- | --- | --- |
| CCCCOc1ccc(/C=N/NC(=O)c2csc(C)c2C)cc1 | i | i | i | i | i | i | 10 | i | i | i | i |
| O=C(Nc1cccc(-c2ccc(N3CCCCC3)nn2)c1)c1ccc(Br)o1 | i | i | i | i | i | i | 44 | i | i | i | i |
| CC(/C=C/c1ccccc1)=N\NC(=O)Cn1cncn1 | i | i | i | i | i | i | 11 | i | i | i | i |
| CN(c1ccccc1)c1ccc(/C=C/[N+](=O)[O-])cc1 | i | i | i | i | i | i | 12 | i | i | i | i |
| CCOC(=O)C1=C(C)N(C)C(=S)N(C)C1c1ccc(OC)cc1 (configuration not stated) | i | i | i | i | i | i | 0 | i | i | i | i |
| CCc1nnc(NC(=O)c2ccc(COc3ccc(C)cc3)o2)s1 | i | i | i | i | i | i | -3 | i | i | i | i |
| CC12CCC(C(=O)Nc3ncc([N+](=O)[O-])s3)(OC1=O)C2(C)C (configuration not stated) | i | i | i | i | i | i | -15 | i | i | i | i |
| CC1CCN(S(=O)(=O)c2ccc(C(=O)Nc3ncccc3O)cc2)CC1 | i | i | i | i | i | i | -7 | i | i | i | i |
| Cc1oc(-c2cccc(Cl)c2)nc1CS(=O)(=O)CC(=O)NC1CCCC1 | i | i | i | i | i | i | -1 | i | i | i | i |
| CCOCCCNC(=O)c1ccc(CS(=O)(=O)Cc2cccc(C)c2)o1 | i | i | i | i | i | i | 8 | i | i | i | i |
| Cc1ccc(NC(=O)CSc2nnc(-c3ccccn3)n2C)cc1 | i | i | i | i | i | i | 6 | i | i | i | i |
| COc1cc(CNC(C)c2ccccc2)cc(Cl)c1OCC(=O)Nc1ccccc1 (configuration not stated) | i | i | i | i | i | i | -15 | i | i | i | i |
| CCOC(=O)c1cc2c(C)n(-c3ccc(N(C)C)cc3)c(C)c2cc(C(=O)OCC)c1=O | i | i | i | i | i | i | 9 | i | i | i | i |
| COCCCNC(=O)c1ccc(C2SCC(=O)N2Cc2ccco2)cc1 (configuration not stated) | i | i | i | i | i | i | -3 | i | i | i | i |
| O=C1CNC(=O)/C1=C/c1ccccc1 | i | i | i | i | i | i | -3 | i | i | i | i |
| Cc1csc(NC(=O)CSc2nsc(SCC(=O)Nc3nc(C)cs3)c2C#N)n1 | i | i | i | i | i | i | 18 | i | i | i | i |
| CCOc1ccc(-c2cc(C(=O)OC)[nH]n2)cc1 | i | i | i | i | i | i | -2 | i | i | i | i |
| OCC1(CCOc2ccccc2)CCN(Cc2cn[nH]c2-c2ccccc2)CC1 | i | i | i | i | i | i | -2 | i | i | i | i |
| O=C(NCCCOc1cccc(CN2CCCCC2)c1)c1ccc(Cl)c(Cl)c1 | i | i | i | i | i | i | -4 | i | i | i | i |
| COC(=O)c1c(-c2ccccc2)csc1NC(=O)C1CC=CCC1C(=O)O (configuration not stated) | i | i | i | i | i | i | -5 | i | i | i | i |
| CC1CCCCC1NC(=O)C1CCC(CNS(=O)(=O)c2ccccc2)CC1 (configuration not stated) | i | i | i | i | i | i | 2 | i | i | i | i |
| CCCCOc1ccc(C2CCC(C(C)=O)C(C)C2)cc1 (configuration not stated) | i | i | i | i | i | i | 4 | i | i | i | i |
| Cc1nc2c(s1)sc1ccccc12 | i | i | i | i | i | i | -1 | i | i | i | i |
| O=[N+]([O-])c1sccc1CS(=O)(=O)c1ccccc1 | i | i | i | i | i | i | 2 | i | i | i | i |
| COc1ccc(-c2cc(C(=O)N3CCN(Cc4ccc5c(c4)OCO5)CC3)on2)cc1OC | i | i | i | i | i | i | -2 | i | i | i | i |
| CC(C)(C)C1CCC2(CC1)NC(CO)(CO)CO2 (configuration not stated) | i | i | i | i | i | i | 5 | i | i | i | i |
| Cc1cc(C)nc(S/C=C/C(=O)c2ccccc2F)n1 | i | i | i | i | i | i | 0 | i | i | i | i |
| O=C(COc1coc(CN2CCc3ccccc32)cc1=O)NCCc1ccccc1 | i | i | i | i | i | i | -5 | i | i | i | i |
| CC(C)c1c(C(=O)N/N=C/c2ccc(Cl)cc2Cl)nnn1-c1nonc1N | i | i | i | i | i | i | 22 | i | i | i | i |
| CCC(NC(=O)C1CCCC1)c1ccccc1 (configuration not stated) | i | i | i | i | i | i | 7 | i | i | i | i |
| CCOC(=O)c1ccc(NC(=S)N2CCC(C(N)=O)CC2)cc1 | i | i | i | i | i | i | -4 | i | i | i | i |
| CCOC(=O)C1=C(COC(=O)CCNS(=O)(=O)c2ccc(NC(C)=O)cc2)NC(=O)NC1C (configuration not stated) | i | i | i | i | i | i | -3 | i | i | i | i |
| CC(=O)c1ccc(NC(=O)CCCC(=O)c2ccccc2)cc1 | i | i | i | i | i | i | -4 | i | i | i | i |
| NS(=O)(=O)c1cnccc1Nc1cccc(F)c1 | i | i | i | i | i | i | 2 | i | i | i | i |
| CC1=C(C(=O)Nc2ccc(CC(=O)NCc3ccccc3C)cc2)SCCO1 | i | i | i | i | i | i | 15 | i | i | i | i |
| CN(C)c1nc(Oc2ccc(/C=N/O)cc2)nc(N(C)C)n1 | i | i | i | i | i | i | -17 | i | i | i | i |
| CCCCC(CC)C(=O)Nc1ccc(C)c(O)c1 (configuration not stated) | i | i | i | i | i | i | 10 | i | i | i | i |
| Cn1nc(C(C)(C)C)c([N+](=O)[O-])c1C(=O)Nc1cccc2ccccc12 | i | i | i | i | i | i | 0 | i | i | i | i |
| C=CCN(c1ccccc1)S(=O)(=O)c1cccc(C(=O)Nc2nc3ccccc3[nH]2)c1 | i | i | i | i | i | i | 21 | i | i | i | i |
| CCOC(=O)c1c(NC(=O)CSc2ncn[nH]2)sc(C(=O)NC)c1C | i | i | i | i | i | i | 33 | i | i | i | i |
| NC(=O)CC(NC(=O)c1ccccc1)c1ccc(NCC2CC2)c([N+](=O)[O-])c1 (configuration not stated) | i | i | i | i | i | i | 4 | i | i | i | i |
| COc1cccc(NC(=O)Cn2nnc(C(=O)NCCc3ccccc3)c2N)c1 | i | i | i | i | i | i | -2 | i | i | i | i |
| Cc1ccc2nc(N3CCN(C(=O)c4cccs4)CC3)c(C#N)cc2c1 | i | i | i | i | i | i | 0 | i | i | i | i |
| Cc1ccc(CNC(=O)CCSCc2ccc(C)cc2)cc1 | i | i | i | i | i | i | -5 | i | i | i | i |
| COc1cc2[nH]c(=S)nc(NCc3ccc(C)cc3)c2cc1OC | i | i | i | i | i | i | 2 | i | i | i | i |
| CCCCn1c(=O)c(CCC(=O)OCC(=O)NC(=O)NCCC(C)C)nc2ccccc21 | i | i | i | i | i | i | nt | i | i | i | i |
| COCCNC(=O)c1ccc(CS(=O)(=O)c2ccc(C)cc2)o1 | i | i | i | i | i | i | -2 | i | i | i | i |
| O=[N+]([O-])c1ccccc1/C=C/C=N/Nc1nc(N2CCCCC2)nc(N2CCCCC2)n1 | i | i | i | i | i | i | 9 | i | i | i | i |
| O=c1cc(-c2cccc(Br)c2)oc2cccc(O)c12 | i | i | i | i | i | i | -3 | i | i | i | i |
| O=C(Nc1cc([N+](=O)[O-])ccc1N1CCCC1)c1ccco1 | i | i | i | i | i | i | nt | i | i | i | i |
| COc1cccc(/C=N/NC(=S)Nc2cccc(C(=O)O)c2)c1O | i | i | i | i | i | i | nt | i | i | i | i |
| COc1ccc(C(C#N)N2CCOCC2)cc1 (configuration not stated) | i | i | i | i | i | i | 3 | i | i | i | i |
| C/C(=N\NC(=O)Cc1ccc(Cl)cc1)c1ccc(F)cc1 | i | i | i | i | i | i | 10 | i | i | i | i |
| Cc1cccc(S(=O)(=O)Nc2ccc(-n3c(C)nc4ccccc4c3=O)cc2)c1 | i | i | i | i | i | i | 14 | i | i | i | i |
| N#C/C(=C/c1ccc(F)cc1)c1nnc(NC(=O)c2ccccc2)s1 | i | i | i | i | i | i | 8 | i | i | i | i |
| COC(=O)CSC1=C(C#N)C(c2cccc(F)c2)CC(=O)N1 (configuration not stated) | i | i | i | i | i | i | -5 | i | i | i | i |
| CC(=O)c1ccc(C#CC(C)(C)O)s1 | i | i | i | i | i | i | -1 | i | i | i | i |
| Cc1ccc(S(=O)(=O)Oc2ccccc2/C=C2/SC(=O)NC2=O)cc1 | i | i | i | i | i | 27* | 1 | i | i | i | 25* |
| CNc1nc(C)c(C(=O)c2ccc(Cl)cc2)s1 | i | i | i | i | i | i | -5 | i | i | i | i |
| O=C(C[n+]1cccc(CO)c1)Nc1nc2ccccc2s1 | i | i | i | i | i | i | 3 | i | i | i | i |

(continued)
| Structure | TRPC4 act | MrgX1 PAM | TRPC6 activator | ANO1 activ | MrgX1 antagonist | MrgX1 ag | SKKanGAS inh | TRPC4 potent | TRPC4 block | TRPC6 inh | ANO1 block |
| --- | --- | --- | --- | --- | --- | --- | --- | --- | --- | --- | --- |
| O=C(COC(=O)c1ccc(Cl)nc1)NCc1ccc2c(c1)OCO2 | i | i | i | i | i | i | -4 | i | i | i | i |
| O=C(OC(C(=O)NCc1cccs1)c1ccc(F)cc1)c1ccco1 (configuration not stated) | i | i | i | i | i | i | 4 | i | i | i | i |
| O=C(O)c1ccc(NS(=O)(=O)c2cc(Cl)ccc2Cl)cc1O | i | i | i | i | i | i | 23 | i | i | i | i |
| CCOc1cccc(CN2CCC(n3nccc3NC(=O)C3CCCC3)CC2)c1 | i | i | i | i | i | i | 0 | i | i | i | i |
| Cc1cc(C(C)(C)CC(C)(C)C)ccc1OCCOCC[N+](C)(C)Cc1ccccc1 | nt | i | nt | i | i | i | nt | nt | nt | nt | 100* |
| O=C(O)c1ccc2c(c1)C(=O)N(CCc1ccccc1)C2=O | i | i | i | i | i | i | -1 | i | i | i | i |
| CCn1c(=O)c2cc(C(=O)NC(C)C)sc2c2ccccc21 | i | i | i | i | i | i | 8 | i | i | i | i |
